Compound activity from PubChem BioAssay.
PLCg1 inh – inhibitors of human phospholipase C gamma1; purified PLC-gamma1, fluorogenic substrate, fluorescence; inhibition, % at 12.2 µM; 370,000 tested, 0.84% active; AID 720700; in the data active = inhibition above about 9.5%
PLC-beta3 inh – PLC-beta3 (human) inhibition, primary screen. Q01970. Purified PLC-beta3, fluorogenic substrate, fluorescence. inhibition, % at 12.2 µM. 370,000 tested, 0.18% active; in the data active = inhibition above about 11%;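 also: 0% = median of compound wells on plate and 100% = full blocker control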
ADAM17 inh – ADAM17 inhibition, QFRET primary screen | P78536 | recombinant ADAM17, EDANS/DABCYL FRET peptide cleavage | inhibition, % at 6.95 µM | 370,000 tested, 0.83% active | AID 720648;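 active = inhibition above the mean of compounds lying between control limits plus 3 SD, set per campaign, cut at about 8.5% in these data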;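 also: 0% = DMSO-only wells as the low control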
ASAP1 GAP inh – inhibitors of human ASAP1 ArfGAP activity | ASAP1-stimulated ARF1 GTP hydrolysis, GDP FP detection | inhibition, % at 16.5 µM | 360,000 tested, 0.19% active | AID 624377; in the data active = inhibition above about 25%;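 also: 0% = vehicle with enzyme and substrate and 100% = no enzyme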
Tn6 DDE FP – inhibitors of Tn6 peptide binding to human fibrin DD(E); Fibrin DD(E) TRITC-Tn6 fluorescence polarization displacement; 370,000 tested, 0.21% active; inhibition, % at 8.3 µM; P02675; AID 720509;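 active = inhibition above a per-campaign cutoff: mean of compounds within control limits plus 3 SD, cut at about 15% in these data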;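 also: 0% = median of all compound wells on the plate and 100% = blocking peptide control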
Target sequence (P02675 whole entry, looked up): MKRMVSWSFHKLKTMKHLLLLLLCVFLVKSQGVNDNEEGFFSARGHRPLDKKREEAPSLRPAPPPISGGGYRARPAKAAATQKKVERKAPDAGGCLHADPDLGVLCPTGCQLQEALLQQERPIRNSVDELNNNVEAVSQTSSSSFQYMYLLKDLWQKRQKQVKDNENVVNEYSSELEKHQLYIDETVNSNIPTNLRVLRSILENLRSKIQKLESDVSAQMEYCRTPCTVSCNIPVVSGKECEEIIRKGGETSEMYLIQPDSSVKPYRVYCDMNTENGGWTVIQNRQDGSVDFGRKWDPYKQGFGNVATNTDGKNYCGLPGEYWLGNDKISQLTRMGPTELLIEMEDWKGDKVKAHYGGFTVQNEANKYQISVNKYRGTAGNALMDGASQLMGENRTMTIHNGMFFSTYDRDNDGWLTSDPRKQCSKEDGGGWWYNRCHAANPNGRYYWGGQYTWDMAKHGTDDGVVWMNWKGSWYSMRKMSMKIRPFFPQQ
ARFGAP1 inh – rat ARFGAP1 inhibition; Arfgap1-stimulated ARF1 GTP hydrolysis, GDP FP detection; Q62848; 360,000 tested, 0.26% active; inhibition, % at 16.5 µM;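 active = inhibition above a per-plate limit, mean inhibition of low control wells plus 3 SD, cut at about 25% in these data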;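 also: 0% = DMSO wells with enzyme and 100% = wells lacking Arfgap1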
Target sequence (Q62848 1-136 limits assumed): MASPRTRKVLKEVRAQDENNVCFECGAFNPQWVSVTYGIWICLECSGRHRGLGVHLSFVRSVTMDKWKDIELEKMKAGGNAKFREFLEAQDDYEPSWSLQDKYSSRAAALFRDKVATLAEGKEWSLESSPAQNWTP
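Material – truncated rat Arfgap1 GAP domain · Buffer or medium – HEPES-based buffer, pH 7.5 · Reagent – human ARF1(Δ1-17)-GTP substrate · Dosing – 16.5 µM single point, 1.26% DMSO · Schedule – GTP hydrolysis reaction 2 h at 25 °C · Technique – GDP detection by fluorescence polarization · Benchmarks – No-Arfgap1 wells (100%) versus DMSO full-reaction wells (0%) · Repeats – single replicate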
proKLK7 act – proKLK7 (human) activation, primary screen; purified proKLK7, EDANS-DABCYL substrate fluorescence; 100% is mature enzyme control, 0% vehicle; AID 652039; 370,000 tested, 0.9% active; activation, % at 7 µM;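 active = activation above the mean of all tested compounds plus 3 SD, computed per campaign excluding outliers beyond control limits, cut at about 13% in these data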
Target sequence (P49862 whole entry, looked up): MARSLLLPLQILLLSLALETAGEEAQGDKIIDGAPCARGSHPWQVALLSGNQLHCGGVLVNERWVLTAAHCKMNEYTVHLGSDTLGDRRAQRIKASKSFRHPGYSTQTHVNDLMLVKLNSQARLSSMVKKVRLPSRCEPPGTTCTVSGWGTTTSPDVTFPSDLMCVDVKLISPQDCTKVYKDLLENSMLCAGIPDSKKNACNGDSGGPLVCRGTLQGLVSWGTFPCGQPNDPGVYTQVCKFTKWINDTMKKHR
UHRF1 MBD2 ctr – UHRF1 methyl-DNA binding inhibition; Q96T88; UHRF1 binding to methylated oligo, TR-FRET; inhibition, % at 4.4 µM; 370,000 tested, 0.75% active; in the data active = inhibition above about 21%;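 also: UHRF1 SRA domain binding a hemimethylated CpG hairpin DNA probe; 0% = median of test compound wells and 100% = reference inhibitor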
Tn7 DDE FP – disrupts Tn7 cyclic peptide binding to fibrin D-Dimer-E complex; P02675; AID 720508; 370,000 tested, 0.13% active; FP displacement of FITC-Tn7 peptide from fibrin DD(E); 0% = median of compound wells per plate; inhibition, % at 8.3 µM;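 active = inhibition above the mean of compounds falling within the control limits plus 3 SD of them, cut at about 14% in these data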;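 also: 0% = plate median of compound wells and 100% = 10 µM Aha-Tn7 peptide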
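Assay system: human fibrin DD(E). Input: DD(E) 2 µM final. Medium: Tris buffer with calcium and detergent, pH 7.8. Compound dosing: single point at 8.3 µM. Timing: 10 min plus 3 h, room temperature. Technique: fluorescence polarization of the labelled Tn7 tracer. Read-out: percent inhibition. Replicates: singlicate testing.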
MBD2 inh – inhibitors of human MBD2 binding to methylated oligonucleotide. inhibition, % at 4.4 µM. 370,000 tested, 0.31% active. TR-FRET. Q9UBB5. AID 686964; in the data active = inhibition above about 13%
An asterisk follows results filed as active; i = inactive; · = not tested or not shown.

SMILES | PLCg1 inh | PLC-beta3 inh | ADAM17 inh | ASAP1 GAP inh | Tn6 DDE FP | ARFGAP1 inh | proKLK7 act | UHRF1 MBD2 ctr | Tn7 DDE FP | MBD2 inh
COc1ccc(-n2c(Cn3c(=O)sc4ccccc43)nnc2SC)cc1 | 3 | 9 | 1 | 3 | 4 | 1 | 0.2 | 3 | -5 | -2
Cc1c(S(=O)(=O)N2CCOCC2)c(=O)n(C)c(=O)n1C | 1 | -1 | 0 | -4 | 5 | -8 | -1.0 | 0 | 2 | -5
Cc1cc(C)n2nc(SCCCC(=O)c3ccccc3)nc2n1 | 1 | 2 | 1 | 4 | 1 | -3 | -0.2 | -2 | -6 | -2
CCN1C(=O)c2ccccc2Sc2ccc(C(=O)NC(C)C)cc21 | 2 | -1 | -3 | -9 | 2 | 3 | -0.1 | 1 | 0 | 2
CC1(C)CC(=O)N(CC(=O)N2CCN(c3ncccn3)CC2)c2ccccc2S1(=O)=O | -4 | -7 | -1 | 19 | 2 | 8 | -0.1 | 3 | -8 | -2
CCOc1cccc(-c2nn3c(-c4ccco4)nnc3s2)c1 | -3 | -5 | -2 | -3 | 6 | 14 | 0.5 | -2 | 4 | 2
CCCCc1ccc(N=N/C(C(=O)Nc2cc(OC)c(NC(C)=O)cc2OC)=C(/C)O)cc1 | -1 | 0 | -2 | -17 | 4 | -5 | 0.1 | -3 | 0 | -2
Cc1ccsc1-c1cc2nc(Nc3ccc(F)cc3)n(C)c(=O)c2s1 | -9 | -16 | -12 | 12 | -2 | 6 | -8.4 | 1 | 2 | -3
COC(=O)c1ccc(C(=O)Nc2nc3cc(N)c(C)cc3s2)cc1 | 0 | -5 | -4 | 11 | 4 | 17 | -0.6 | -2 | 4 | -3
Cn1c(=O)[nH]c(=O)c2c1nc(SCCN1CCOCC1)n2Cc1ccccc1 | -1 | 1 | -4 | 3 | 1 | 18 | -0.2 | 2 | 4 | 1
O=C(c1ccc(CS(=O)Cc2ccccc2Cl)o1)N1CCN(c2ccccn2)CC1 (configuration not stated) | 8 | -3 | 12* | -22 | -2 | 1 | -0.1 | 0 | -1 | -3
CCOc1cc(C(=O)NCC(C)CN(C)C)cc(OCC)c1OCC (configuration not stated) | 3 | 4 | -5 | -3 | 4 | 8 | -0.2 | -2 | 1 | -6
CCN(CC)C(=S)Nc1ccc2nc3n(c(=O)c2c1)CCCCC3 | -25 | -37 | -49 | -4 | 4 | 8 | 0.7 | -1 | 7 | 4
COc1ccc(C(CC(=O)Nc2nccs2)n2cccc2)cc1 (configuration not stated) | -3 | -4 | -4 | 3 | -8 | 12 | 0.1 | -2 | -1 | 6
O=C(COC(=O)CSc1ccc([N+](=O)[O-])cc1)NCC1CCCO1 (configuration not stated) | 4 | -4 | -4 | -15 | 5 | -7 | -0.6 | 5 | 2 | 4
O=C(CCCn1nnnc1CN1CCOCC1)N1CCC(c2ccccc2F)C1 (configuration not stated) | -2 | -6 | 0 | 1 | -1 | -5 | -0.1 | -3 | 0 | 3
CCS(=O)(=O)c1ccc2c(c1)N(S(C)(=O)=O)CC(C(=O)NN)O2 (configuration not stated) | -2 | 0 | -3 | -14 | -3 | 0 | -0.1 | -1 | 3 | -2
Cc1cc2c(cc1C)-c1nnnn1C(C)(C)C2 | 4 | 1 | -1 | 3 | 2 | -1 | 0.6 | -1 | -1 | -2
COc1cccc(C(=O)COc2ccc(NC(=O)c3cccs3)cc2)c1 | -3 | -1 | -4 | 6 | -12 | 4 | -0.2 | 1 | 1 | 9
Cc1ccc(NC(=O)COC(=O)Cc2csc(-c3cccc(F)c3)n2)cc1C | 0 | 6 | 3 | -11 | 4 | -9 | 0.5 | 0 | 3 | -5
CCn1cc(C2=NC(CCSC)CO2)c2ccccc21 (configuration not stated) | 0 | -2 | -7 | 4 | 1 | 0 | 0.6 | 2 | -4 | -2
COc1ccc(CN2C/C(=C/c3ccccc3)N3C(=O)C[C@@H](c4ccc5ccccc5c4)N=C23)c(OC)c1 | -5 | -9 | 1 | · | -12 | · | 0.3 | -3 | -2 | 3
COc1cc(OC)c(C2C(C#N)=C(C)NC(C)=C2C#N)c(C(=O)O)c1 | -79 | -112 | -81 | 4 | -7 | 10 | 0.5 | 2 | 4 | 5
O=C(OCC(=O)N(C1CCCCC1)C1CCCCC1)c1ccccc1O | 2 | -2 | -1 | 7 | -5 | -2 | 0.3 | 1 | 0 | 3
CS(=O)(=O)N(CC(=O)NCc1ccco1)c1ccc(Cl)c(C(F)(F)F)c1 | 6 | 5 | 3 | 4 | -9 | 13 | 0.5 | 0 | -11 | -2
COC(=O)c1cc(COC(=O)c2ccc3ccccc3n2)oc1C | 0 | -1 | -3 | -10 | 1 | -2 | 0.0 | 0 | -2 | 1
COC(=O)c1ccc(C(=O)OC)c(NC(=O)/C=C/C(=O)O)c1 | -499 | i | -494 | 1 | -7 | 8 | 16* | -1 | -10 | -3
O=C(NCCc1ccccn1)c1c(-c2ccccc2)sc2ccccc12 | 4 | -2 | 0 | 7 | 0 | 12 | -0.2 | 8 | -3 | -4
COc1ccccc1-c1nc(C#N)c(N2CCN(Cc3ccccc3)CC2)o1 | -23 | -30 | -41 | 12 | 0 | 7 | -0.8 | 1 | -5 | 1
Cc1c2ccncc2cc2c1[nH]c1ccccc12 | -269 | -362 | -25 | -12 | -9 | 2 | 3.2 | -13 | 2 | -1
CCN(CC)CCNS(=O)(=O)c1ccc(/C=C/C(=O)O)cc1 | 2 | -5 | -4 | -4 | 2 | 2 | -0.1 | 5 | 9 | 3
CCCCNS(=O)(=O)c1ccc2nc(SCC(=O)Nc3ccccc3Cl)[nH]c2c1 | 5 | -1 | 9.9* | 12 | -4 | 20 | -0.3 | 3 | -2 | -3
COc1ccc(N=C2C(=Nc3ccc(OC)cc3)N(c3ccccc3)C(=S)N2C(=O)c2ccc(Cl)cc2)cc1 | 0 | 3 | 0 | 4 | -1 | 8 | 0.4 | -1 | -6 | 2
Cc1c(C(=O)NN)nn(-c2ccc(F)cc2)c(=O)c1C#N | -14 | -24 | -1 | 3 | -1 | 6 | -0.7 | 3 | 3 | 1
Cc1ccc(C(=O)NCCNS(C)(=O)=O)cc1 | 0 | 1 | -6 | 3 | -4 | 16 | 0.1 | 1 | -1 | 4
COc1ccccc1OCCCn1c(=O)sc2ccccc21 | 2 | 1 | 3 | -17 | 9 | 9 | -0.9 | -3 | -2 | 1
Oc1ccc(C=NN=C2c3ccccc3-c3ccccc32)c(O)c1 | -143 | -205 | 2 | 13 | 7 | 9 | -3.5 | -4 | 0 | -6
O=[N+]([O-])c1ccc2n[nH]nc2c1 | 4 | 4 | 0 | 7 | -6 | 0 | -0.2 | 0 | -10 | -2
CCOC(=O)c1oc2ccccc2c1COC(=O)CNC(=O)c1ccc(C)cc1 | 2 | -3 | -2 | 8 | 2 | -1 | 0.5 | -1 | 3 | 3
Cc1[nH]n(-c2ccccc2)c(=O)c1N=Nc1cccc(C(=O)O)c1 | 1 | -7 | -1 | -5 | 0 | 0 | 0.4 | -7 | 2 | -6
OC1(c2ccccc2)CNCCc2ccccc21 (configuration not stated) | 2 | -4 | 0 | 0 | 7 | -3 | -0.1 | 0 | 5 | 1
CCCOc1ccc(CSCCNC(=S)Nc2ccccc2)cc1 | -1 | 0 | 4 | 5 | -7 | -4 | -0.9 | 0 | 5 | 2
O=C(CCl)NC(Cc1ccccc1)c1ccccc1 (configuration not stated) | 1 | 0 | 0 | 11 | 5 | 5 | -0.2 | -2 | 15* | 0
C=CCN1C(=O)[C@@H](CC(=O)N2CCN(C(=O)C3CC3)CC2)[C@]2(C(=O)OC)CCCCC=C12 | 2 | 3 | -2 | · | 3 | · | -0.5 | -3 | 3 | 1
CCN(CC)c1cc2nonc2c2nonc12 | 4 | -2 | -2 | 7 | -4 | 5 | 1.0 | 3 | 3 | -1
CC1(C(=O)NS(=O)(=O)c2ccccc2)CCN1C(=O)C1(c2ccccc2)CCCC1 (configuration not stated) | 3 | 3 | 1 | -3 | 3 | 6 | -0.1 | -2 | 2 | 5
COCCCNC(=O)CSc1nnc(-c2ccncc2)n1-c1ccc(OC)cc1 | 0 | 4 | 0 | · | 7 | · | 0.5 | 0 | -15 | -5
CCOc1ccc2nc(SCC(=O)NCC3CCCO3)sc2c1 (configuration not stated) | 1 | 0 | -2 | 1 | -4 | -13 | -0.5 | -2 | 3 | 3

Retrieved one by one from the list above (three):
SMILES | PLCg1 inh | PLC-beta3 inh | ADAM17 inh | ASAP1 GAP inh | Tn6 DDE FP | ARFGAP1 inh | proKLK7 act | UHRF1 MBD2 ctr | Tn7 DDE FP | MBD2 inh
Cc1[nH]n(-c2ccccc2)c(=O)c1N=Nc1cccc(C(=O)O)c1 | 1 | -7 | -1 | -5 | 0 | 0 | 0.4 | -7 | 2 | -6
O=C(CCl)NC(Cc1ccccc1)c1ccccc1 (configuration not stated) | 1 | 0 | 0 | 11 | 5 | 5 | -0.2 | -2 | 15* | 0
CC1(C(=O)NS(=O)(=O)c2ccccc2)CCN1C(=O)C1(c2ccccc2)CCCC1 (configuration not stated) | 3 | 3 | 1 | -3 | 3 | 6 | -0.1 | -2 | 2 | 5

Following part
SMILES | PLCg1 inh | PLC-beta3 inh | ADAM17 inh | ASAP1 GAP inh | Tn6 DDE FP | ARFGAP1 inh | proKLK7 act | UHRF1 MBD2 ctr | Tn7 DDE FP | MBD2 inh
CCCOC(=O)c1ccc(NC(=O)c2cc(=O)[nH]c3ccccc23)cc1 | -5 | -12 | -4 | 3 | -3 | 11 | 0.5 | 0 | 3 | 4
CC12CCC(C(=O)CC1=O)C2(C)C (configuration not stated) | 1 | 3 | 0 | 5 | 4 | -8 | 0.0 | -2 | 4 | -4
CC(=O)c1cn(CC(=O)Nc2ccccc2)c2ccccc12 | 4 | -4 | -4 | -5 | 6 | 0 | -0.2 | -5 | 0 | -1
CC(=O)N1CCCc2ccc(NS(=O)(=O)c3ccc(C)cc3)cc21 | 0 | -7 | -1 | 8 | 5 | -4 | -0.3 | 6 | -4 | -2
CC1CCN(C(=O)CCn2c(=O)oc3ccc(Cl)cc32)CC1 | -1 | 1 | -3 | 2 | -11 | 9 | 0.0 | 0 | 4 | 0
CCC(C)NC(=O)CSc1nnc(-c2cc(-c3ccc(C)cc3)nc3ccccc23)n1N (configuration not stated) | -21 | -25 | -54 | -5 | 10 | 8 | -0.9 | -4 | 3 | -2
CC(C)NC(=O)COC(=O)C1CSC2(c3ccc(Br)cc3)CCC(=O)N12 (configuration not stated) | 5 | 4 | 6 | 6 | 3 | -6 | -0.2 | 1 | -4 | 1
COC(=O)C1C(=O)c2c([nH]c(C(=O)OC3CCCCCC3)c2C)CC1C (configuration not stated) | -1 | 0 | -1 | 14 | -4 | 4 | -0.1 | 2 | -3 | 10
CC(Cl)=CCn1c(NCCc2ccccc2)nc2c1c(=O)n(C)c(=O)n2C | 1 | 4 | -1 | -3 | 0 | 13 | 0.5 | -3 | -6 | 0
O=C(Nc1ccc(F)cc1)c1ccccc1CC[N+](=O)[O-] | 6 | -1 | 0 | 4 | -5 | 4 | 0.5 | -3 | -8 | -4
